Screening data from PubChem.
TLR9-MyD88 block – inhibitors of human TLR9-MyD88 binding; 340,000 tested, 0.21% active; Q9NR96+Q99836; AID 504734; CHO BLA complementation TLR9-MyD88, CCF4 FRET ratio; inhibition, % at 4.98 µM;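 active means inhibition above the mean over all tested compounds plus 3 SD, cut at about 21% in these data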;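 further: 0% = DMSO only wells and 100% = clavulanate BLA inhibitor control wells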
SRC2 inh – inhibits human steroid receptor coactivator 2. Q15596. HEK293 GAL4-SRC2 luciferase reporter, luminescence. inhibition, % at 9 µM. 370,000 tested, 0.17% active. AID 651957;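 active means inhibition above the mean inhibition of all tested compounds plus 3 SD, set per campaign, cut at about 52% in these data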;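 further: 0% = DMSO treated cells and 100% = cells given Gossypol at 36 µM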
LRH-1 inv ag – inverse agonists of human LRH-1 (NR5A2) | AID 602396 | HEK293T StAR-luciferase reporter, LRH-1 transfected, 24 h | 360,000 tested, 0.13% active | inhibition, % at 3.6 µM;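 active means inhibition above the mean inhibition of all tested compounds plus 3 SD, cut at about 73% in these data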;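 further: 0% = DMSO wells and 100% = reporter-only cells lacking LRH-1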
Target sequence (O00482 whole entry, looked up): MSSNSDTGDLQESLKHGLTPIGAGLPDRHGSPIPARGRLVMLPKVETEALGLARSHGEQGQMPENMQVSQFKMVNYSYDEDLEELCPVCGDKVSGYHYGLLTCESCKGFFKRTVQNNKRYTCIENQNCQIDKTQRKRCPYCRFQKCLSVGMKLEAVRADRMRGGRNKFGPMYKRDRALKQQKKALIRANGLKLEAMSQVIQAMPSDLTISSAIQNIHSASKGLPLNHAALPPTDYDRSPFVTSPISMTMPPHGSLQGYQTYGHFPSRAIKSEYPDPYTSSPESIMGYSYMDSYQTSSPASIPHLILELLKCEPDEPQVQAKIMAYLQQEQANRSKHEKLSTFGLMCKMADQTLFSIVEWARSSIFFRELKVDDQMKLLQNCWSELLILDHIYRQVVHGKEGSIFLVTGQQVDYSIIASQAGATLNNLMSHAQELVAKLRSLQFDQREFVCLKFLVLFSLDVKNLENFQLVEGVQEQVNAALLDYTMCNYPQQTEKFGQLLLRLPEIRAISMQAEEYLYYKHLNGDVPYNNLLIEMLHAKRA
SRC3 inh – inhibits human SRC3 coactivator; Q9Y6Q9; 360,000 tested, 0.17% active; inhibition, % at 3.6 µM; HEK293 GAL4-SRC3 luciferase reporter, luminescence;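 active means inhibition above a per-campaign cutoff, the mean of all compounds plus 3 SD, cut at about 60% in these data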;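 further: 0% = DMSO-treated cells and 100% = gossypol-treated cells at 36 µM; higher means less SRC3-driven luciferase light from the GAL4 reporter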
Granule exo inh – blocks lytic granule exocytosis. 360,000 tested, 0.66% active. inhibition, % at 10 µM. TALL-104 LAMP-1 surface exposure, flow cytometry; cells stimulated with thapsigargin and PMA;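 active means inhibition above about 55%, limit read from the data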
TROY NFkB inh – inhibitors of TROY-dependent NF-kB signaling; Q293 LMP1-TROYcd NF-kB luciferase reporter, 4 h; inhibition, % at 10 µM; 360,000 tested, 0.98% active;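 active means compounds whose plate-normalised and pattern-corrected inhibition of the luciferase reporter signal at the single screening dose is 50% or more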
COUP-TFII inh – inhibitors of human COUP-TFII (NR2F2); P24468; HEK293T NGFI-A luciferase reporter, luminescence; inhibition, % at 8.6 µM; 370,000 tested, 0.7% active;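 active means inhibition above a per-plate cutoff, mean inhibition of test wells between control levels plus 3 SD, cut at about 38% in these data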;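 further: cells cotransfected with COUP-TFII expression vector driving the NGFI-A reporter; 0% = median of COUP-TF2 test wells and 100% = reporter-only cells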
Target sequence (P24468 whole entry, looked up): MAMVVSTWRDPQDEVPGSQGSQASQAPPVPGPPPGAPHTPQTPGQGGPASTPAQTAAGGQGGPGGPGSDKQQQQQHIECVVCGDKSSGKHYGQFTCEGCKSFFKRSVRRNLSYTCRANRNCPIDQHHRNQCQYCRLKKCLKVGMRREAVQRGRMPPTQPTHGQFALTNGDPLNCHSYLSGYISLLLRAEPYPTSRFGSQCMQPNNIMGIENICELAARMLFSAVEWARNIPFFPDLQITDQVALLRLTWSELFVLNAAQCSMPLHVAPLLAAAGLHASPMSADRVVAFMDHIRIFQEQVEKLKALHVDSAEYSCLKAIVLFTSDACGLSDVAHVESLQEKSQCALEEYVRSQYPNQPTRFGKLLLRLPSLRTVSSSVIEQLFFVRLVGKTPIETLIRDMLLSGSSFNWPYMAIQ
NOD2 RIPK2 PPI – blocks binding of human NOD2 to RIPK2 | O43353 | CHO BLA complementation NOD2-RIPK2, CCF4 ratio | inhibition, % at 4.98 µM | 360,000 tested, 0.38% active | AID 624267; in the data active means inhibition above about 21%;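 further: 0% = vehicle only and 100% = reference blocker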
TWEAK Fn14 block – inhibitors of TWEAK-Fn14 interaction signaling | TWEAK-stimulated Fn14 reporter cells, luciferase luminescence, 8 h | inhibition, % at 10 µM | 360,000 tested, 2% active | AID 1159606; in the data active means inhibition above about 50%
NCOA1 inh – human NCOA1 inhibition | HEK293 GAL4-SRC1 luciferase reporter, luminescence | inhibition, % at 3.6 µM | Q15788 | AID 588354 | 360,000 tested, 0.12% active;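 active means inhibition above the campaign mean plus 3 SD, with each screening campaign given its own cutoff, cut at about 60% in these data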;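 further: 0% = DMSO treated cells and 100% = gossypol at 36 µM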
ABHD5-PLIN5 inh – inhibitors of human ABHD5-perilipin-5 interaction; Q00G26+Q8WTS1; Split G. princeps luciferase complementation, luminescence, 4 h; inhibition, % at 4 µM; 360,000 tested, 0.78% active;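 active means inhibition above the mean inhibition across every tested compound plus 3 SD, cut at about 22% in these data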;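 further: 0% = DMSO only wells and the 100% control is not disclosed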
* hit, by the source's call; / = not tested or not shown. Some of the compounds tested; the hit share may differ from the screen's.

SMILES	TLR9-MyD88 block	SRC2 inh	LRH-1 inv ag	SRC3 inh	Granule exo inh	TROY NFkB inh	COUP-TFII inh	NOD2 RIPK2 PPI	TWEAK Fn14 block	NCOA1 inh	ABHD5-PLIN5 inh
CC(C)(C)OC(=O)N1C(=O)[C@](OC(=O)c2ccccc2)(c2ccccc2)c2cccc(F)c21	/	-6	18	/	-2	18	15	2	6	/	-5
Cc1ccc(NC(=O)CCC(=O)OCC(=O)c2ccc(Oc3ccc([N+](=O)[O-])cc3)cc2)cc1	-2	-20	-11	-9	1	23	6	6	-19	-38	-9
OC(c1ccccc1)(c1nc(-c2cc(F)cc(F)c2)cs1)C(F)(F)F (stereo unspecified)	/	11	-13	-5	-5	11	6	3	16	2	-12
CCn1c(CC(=O)Nc2ccccc2)nnc1SCC(=O)Nc1ccccc1C(=O)OC	-3	-18	2	-17	2	2	13	-4	12	-3	0
CC1(Cc2ccccc2OC(F)(F)F)C(=O)Nc2c(Cl)ccc(Cl)c21 (stereo unspecified)	/	-1	9	17	2	-4	-1	2	10	-6	-3
O=C(N=C1SC2CS(=O)(=O)CC2N1CCc1ccccc1)C1CC1 (stereo unspecified)	11	-1	-5	18	-1	-3	5	6	-1	-2	3
Cn1c(SCC(=O)N2CCCCCC2)nnc1-c1ccco1	-1	-9	-8	-15	-4	-8	3	-1	16	13	-4
CC(C)(C)c1ccc(/C=C2\SC(=O)N=C2N)cc1	0	-21	17	0	0	-13	-6	-10	33	5	5
Cc1cc(S(=O)(=O)N2CCCOC2CNC(=O)C(=O)NCCc2ccco2)ccc1F (stereo unspecified)	3	0	11	0	-2	-17	-12	8	1	-15	1
O=C1CCCC/C1=C/Nc1cccc(C(F)(F)F)c1	9	-7	-23	0	0	-11	-14	-18	-11	-16	-3
CS(=O)(=O)N(CC(=O)NN=C1CCCCCC1)c1ccc(Oc2ccccc2)cc1	-5	13	-7	-5	19	2	-14	1	-14	-1	0
COc1ccc(S(=O)(=O)N[C@@H](C)C(=O)OCC(=O)Nc2cc3oc4ccccc4c3cc2OC)cc1	-7	-13	-7	-2	0	-60	-18	-6	-20	-29	0
Cc1ccc(NC(=O)CSc2nnc(Cc3csc(C)n3)o2)c(C)c1	-2	-17	37	-15	-7	7	9	3	-11	-3	1
NC1=NC(=O)/C(=C/c2cccc(F)c2)S1	-2	-21	-1	10	-6	-1	-7	-6	24	17	1
O=C(CCCCl)Nc1nc(-c2ccc3c(c2)OCCO3)cs1	-2	-12	-153	-107	-10	24	-41	-3	51*	-95	3
O=C(Nc1ccc2c(c1)OCO2)N1CCCC1	-3	-54	-21	-28	-1	-39	-29	-1	-9	-43	0
CCOC(=O)CCCCCC(=O)Nc1ccc2c(c1)CC(=O)N([C@@H](C)CO)C[C@H](C)[C@@H](CN(C)Cc1ccccc1)O2	7	-4	7	-4	0	-10	0	-10	-21	3	1
CC(C)(C)OC(=O)[C@H](Cc1ccccc1)NC(=O)c1[nH]cnc1C(=O)Nc1ccccc1F	-9	15	5	-9	4	-1	-5	-3	17	8	-15
O=C1c2cccc3cccc(c23)C(c2nc3ccccc3[nH]2)N1C1CC1 (stereo unspecified)	/	-17	10	/	-2	-5	-10	-3	10	/	-3
Cc1ccc(CN(c2ccc(C(=O)Nc3ccc4c(c3)OCO4)cc2)S(C)(=O)=O)cc1	4	9	16	2	3	-12	11	-8	-1	-2	-1
COC(=O)C1CCN(C(=O)Cc2ccc(Br)cc2)CC1	-10	8	-7	-13	-1	-13	6	-2	-23	-10	8
O=C(Nc1cc(C(F)(F)F)ccc1N1CCOCC1)c1ccccc1	-7	19	8	9	0	-2	-1	-2	15	-10	4
CC(C)Oc1ccc(C2NC(=O)c3ccccc3O2)cc1 (stereo unspecified)	-5	5	-10	2	-11	-14	-14	6	-37	6	-5
CC1CCN(S(=O)(=O)N2CCC(C(=O)O)CC2)CC1	-3	-6	1	18	-5	-14	13	8	1	5	8
O=C(O)/C=C/C(=O)NC1CCC(CC2CCC(NC(=O)/C=C/C(=O)O)CC2)CC1 (stereo unspecified)	-10	-21	10	5	0	-1	-6	-2	8	0	4

Shown as a hit in TWEAK Fn14 block (from the list above):
structure,TLR9-MyD88 block,SRC2 inh,LRH-1 inv ag,SRC3 inh,Granule exo inh,COUP-TFII inh,NOD2 RIPK2 PPI,TWEAK Fn14 block,NCOA1 inh,ABHD5-PLIN5 inh
O=C(CCCCl)Nc1nc(-c2ccc3c(c2)OCCO3)cs1,-2,-12,-153,-107,-10,-41,-3,51*,-95,3

More results.
SMILES	TLR9-MyD88 block	SRC2 inh	LRH-1 inv ag	SRC3 inh	Granule exo inh	TROY NFkB inh	COUP-TFII inh	NOD2 RIPK2 PPI	TWEAK Fn14 block	NCOA1 inh	ABHD5-PLIN5 inh
CC(C)CC(=O)Nc1ccc(C(=O)Nc2cccc(O)c2)cc1	-8	-44	-76	-51	-7	-47	-23	-4	-30	-46	0
O=c1[nH]c2ccc(S(=O)(=O)N3CCN(Cc4ccccc4)CC3)cc2[nH]c1=O	-8	/	-19	13	-4	17	/	-3	1	-4	-5
Cc1ccccc1S(=O)(=O)N1C[C@H]2[C@H]3C(=O)N(C4CCCCC4)C(=O)[C@H]3CC(=O)[C@H]2[C@@H]1c1ccc(Cl)cc1	/	-1	-4	15	0	18	14	-1	3	10	-3
COc1ccc(OC)c(N2C(=NC(=O)C3CCCCC3)SC3CS(=O)(=O)CC32)c1 (stereo unspecified)	-1	0	-12	13	-4	5	2	-7	0	-8	-2
COc1cc(NC(=O)CSc2ncnc3sc4c(c23)CCCC4)c(C(=O)O)cc1OC	-3	-23	4	-6	0	6	13	-1	-12	-7	2
CN(CC(=O)Nc1cccc(Cl)c1)C1=NS(=O)(=O)c2ccccc21	-10	-4	0	-6	2	-29	23	-10	-11	-9	3
Cc1[nH]n(-c2ccccc2)c(=O)c1C(c1ccccc1[N+](=O)[O-])C(C#N)C#N (stereo unspecified)	1	-31	-2	2	-23	-5	-3	-3	38	6	-15
O=C(N/N=C/c1cccc(OCc2ccccc2)c1)c1ccc(Br)o1	-14	-16	-21	-24	4	-6	-15	11	-4	-7	-5
COc1ccc(N=c2sc3ccccc3n2C)cc1	-4	-47	-137	-116	0	-15	-25	10	10	-113	-3
COc1ccc(S(=O)(=O)N2CCC(C)CC2)cc1OC	-9	-11	-1	13	-7	4	8	-5	1	-13	-4
CCOc1ccc(NC(=O)c2cc(C3CC3)nc3c2cnn3C(C)C)cc1OC	-7	3	5	10	6	-13	4	3	4	-3	-2
CN(C)NC(=O)c1ccsc1NC(=O)c1ccc(S(=O)(=O)N(C)C)cc1	4	14	14	-2	-4	1	0	1	5	0	-1
CCc1nnc(NC(=O)CSc2nnc(COc3ccccc3)n2Cc2ccccc2)s1	-3	-19	-5	2	0	8	6	4	2	-7	1
CCCCCn1ccc(=O)c2c(C(F)(F)F)nccc21	1	17	11	25	0	6	33	-13	11	9	-9
Fc1ccc(-c2nc3ccc(Cl)cn3c2Cc2ccccc2C(F)(F)F)cc1	/	-33	-38	-8	-2	-7	-37	4	2	-29	0
Nc1ccc(S(=O)(=O)N2CCOCCOCCOCCOCCOCC2)cc1	1	-27	9	-1	-5	-2	-2	-2	13	9	3
O=C(COC(=O)c1cc2c(s1)CCC2)Nc1ccc(F)cc1	-1	-8	0	-10	-2	-8	19	3	39	15	-5
Cn1c(Cn2c(=O)sc3ccccc32)nnc1SCC(=O)NCc1ccccc1Cl	-8	-15	16	-1	0	-4	7	-3	9	-13	-2
COc1cc(OC)c(C(=O)N/N=C/c2ccoc2)cc1OC	-2	-27	8	26	2	5	15	5	5	-21	11
COC(=O)c1nnn(CC(=O)NC(=O)Nc2ccc(F)cc2)c1C(=O)OC	-2	15	-7	-9	-2	6	8	-1	19	-8	2
O=C(c1ccc2c3c(cccc13)CC2)C1CCCN(C(=O)c2ccc(=O)[nH]c2)C1 (stereo unspecified)	3	3	-4	-1	0	-1	0	-4	4	-8	-6
CCOC(=O)[C@H]1[C@H]2COc3ccc(Br)cc3[C@@H]2N2C(=O)c3c(C)cc(C)cc3NC(=O)[C@@]12C	-3	-1	-11	-22	-3	-12	-2	-7	-19	3	5
COc1ccc(CNC(=O)NC2CCCCC2)cc1	-9	-29	-52	-6	-1	-42	-30	-4	-7	-34	-5
Cc1cc[n+](CC2OCc3ccccc3CO2)cc1	-6	-9	0	2	-15	12	-9	0	1	-19	2
O=C(NC12CC3CC(CC(C3)C1)C2)c1cccc([N+](=O)[O-])c1	-1	-20	11	-21	-6	2	29	-2	-8	6	0
O=C(c1ccc2ccccc2c1)N1CCCC1	-6	-31	2	-7	-1	4	-2	8	8	-2	3
O=C(CS(=O)(=O)c1cn(CC(=O)N2CCOCC2)c2ccccc12)NCc1ccccc1	-6	-2	-10	-5	-1	2	-5	5	7	-14	3

3 of the entries above in order of the Granule exo inh value, falling.
smiles	Granule exo inh
CC(C)(C)OC(=O)[C@H](Cc1ccccc1)NC(=O)c1[nH]cnc1C(=O)Nc1ccccc1F	4
COc1ccc(N=c2sc3ccccc3n2C)cc1	0
COC(=O)c1nnn(CC(=O)NC(=O)Nc2ccc(F)cc2)c1C(=O)OC	-2

Given field by field: four of the compounds above.
SMILES: Cn1c(Cn2c(=O)sc3ccccc32)nnc1SCC(=O)NCc1ccccc1Cl
  TLR9-MyD88 block: -8; SRC2 inh: -15; LRH-1 inv ag: 16; SRC3 inh: -1; Granule exo inh: 0; TROY NFkB inh: -4; COUP-TFII inh: 7; NOD2 RIPK2 PPI: -3; TWEAK Fn14 block: 9; NCOA1 inh: -13; ABHD5-PLIN5 inh: -2
SMILES: COc1cc(OC)c(C(=O)N/N=C/c2ccoc2)cc1OC
  TLR9-MyD88 block: -2; SRC2 inh: -27; LRH-1 inv ag: 8; SRC3 inh: 26; Granule exo inh: 2; TROY NFkB inh: 5; COUP-TFII inh: 15; NOD2 RIPK2 PPI: 5; TWEAK Fn14 block: 5; NCOA1 inh: -21; ABHD5-PLIN5 inh: 11
SMILES: COC(=O)c1nnn(CC(=O)NC(=O)Nc2ccc(F)cc2)c1C(=O)OC
  TLR9-MyD88 block: -2; SRC2 inh: 15; LRH-1 inv ag: -7; SRC3 inh: -9; Granule exo inh: -2; TROY NFkB inh: 6; COUP-TFII inh: 8; NOD2 RIPK2 PPI: -1; TWEAK Fn14 block: 19; NCOA1 inh: -8; ABHD5-PLIN5 inh: 2
SMILES: O=C(c1ccc2c3c(cccc13)CC2)C1CCCN(C(=O)c2ccc(=O)[nH]c2)C1 (stereo unspecified)
  TLR9-MyD88 block: 3; SRC2 inh: 3; LRH-1 inv ag: -4; SRC3 inh: -1; Granule exo inh: 0; TROY NFkB inh: -1; COUP-TFII inh: 0; NOD2 RIPK2 PPI: -4; TWEAK Fn14 block: 4; NCOA1 inh: -8; ABHD5-PLIN5 inh: -6
